NCI-60 one-dose screen, 48 h, at 10 µM unless noted. Numbers give growth in % (100 = growth as untreated, 0 = no growth, -100 = all killed).
SR: SR leukemia cells | AID 1794780 | 8.7% of 73,000 active
HOP-62: HOP-62 NSCLC; 3.9% of 80,000 active
K-562: K-562 leukemia; 7.4% of 78,000 active; AID 1794777
MOLT-4: MOLT-4 leukemia cells | 6.9% of 80,000 active
HOP-92: HOP-92 NSCLC cells; 6.3% of 71,000 active
RPMI-8226: RPMI-8226 leukemia cells; AID 1794781; 7.5% of 77,000 active
MDA-MB-435: MDA-MB-435 melanoma; 7.8% of 82,000 active; AID 1794794
CCRF-CEM: CCRF-CEM leukemia. 7% of 77,000 active. AID 1794778
* marks the source's active call; other numbers are inactive results; / = no result given; & = joins results of further samples. How the source made its calls: active means growth percent below 10; inactive means the rest. Not all compounds are listed (hit frequency here may not be typical).

cpd	SMILES	SR	HOP-62	K-562	MOLT-4	HOP-92	RPMI-8226	MDA-MB-435	CCRF-CEM
1	COc1cc(CC#N)cc(OC)c1OC	88	109	91	87	/	102	98	97
2	O=C1C=C2c3ccccc3CC(C(=O)O)C2CC1 (stereo unspecified)	/	92&92	97&96	97&92	107&91	111&103	105&103	94
3	Cc1ccc(N)cc1N	94	90	116	112	109	101	111	95
4	Cc1sc2nc(N3CCN(C)CC3)[nH]c(=O)c2c1C	96	90	104	98	84	98	104	91
5	CCOC(=O)N[C@H]1CCc2c(Br)c(OC)c(OC)c(OC)c2-c2ccc(SC)c(=O)cc21	-5.8*	35	5.9*	5.9*	-4.5*	-6.1*	-54*	1.8*
6	C=C1CC[C@H]2C[C@@H]1[C@@]21CO[C@@]2(C=C(C)C(=O)O2)[C@H]1O	/	111	/	/	108	127	115	104
7	CC(C)(C)[C@H](NC(=O)c1cn(Cc2ccccc2F)c2ccccc12)C(N)=O	89	101	/	89	98	93	107	98
8	CCCCOC(=O)CC(C(=O)OCCCC)N1CC1 (stereo unspecified)	100	128	100	99	/	101	102	106
9	COc1cc2c(cc1OC)C13CCN4CC5=CCOC(CC(=O)O)C(C5CC41)C3N2 (stereo unspecified)	85	105	101	105	/	103	107	95
10	CC(=O)O[C@H](C[C@H](C(C)C)N(C)C(=O)[C@@H](NC(=O)[C@H]1CCCN1C)C(C)C)c1nc(C(=O)N[C@@H](Cc2ccccc2)C[C@H](C)C(=O)O)c(C)s1	8.3*	30	9.5*	19	16	20	-5.5*	8.5*
11	Nc1c([N+](=O)[O-])ccc2c1Oc1ccccc1O2	92	90	89	89	71	155	91	/
12	CCCCCCCC(=O)P(=O)(OCC)OCC	92	100	100	92	97	96	103	91
13	CCOP(=O)(OCC)C1CCC(=O)O1 (stereo unspecified)	89	113	107	88	/	100	102	/
14	CC(CCl)N(C)C (stereo unspecified)	86	111	99	91	94	94	102	/
15	CC(Cc1ccccc1)NC(=O)/C=C/C(=O)O (stereo unspecified)	93	98	108	98	/	100	104	/
16	CCCCOC(=O)C1C(C=C(C)C)C1(C)C (stereo unspecified)	98	83	107	102	101	105	/	101
17	ClCCN1c2ccccc2Oc2ccc3ccccc3c21	103	94	101	104	/	100	105	108
18	CCCCCCCCSP(=S)(N1CC1)N1CC1	91	94	99	96	102	102	102	105
19	Cc1cc[c-]cc1.Fc1c[c-]c(-c2ccccn2)c(F)c1.N#CCC[PH+](CCC#N)c1ccccc1.[Pt+2]	7.0*	116	12	5.3*	16	15	31	10
20	O=C(c1ccccc1)C(Br)CN1CCOCC1 (stereo unspecified)	106	95	108	107	99	94	104	98
21	Nc1ccc(-c2ccc(N)c(N)c2)cc1N	105	99	111	107	94	100	106	96
22	N#Cc1nn(-c2c(Cl)cc(C(F)(F)F)cc2Cl)c(N)c1S(=O)C(F)(F)F (stereo unspecified)	88	102	76	94	85	75	102	81
23	CCCC(C)(C)c1ccc2c(c1)OC(C)(C)[C@@H]1CC=C(C)C[C@@H]21	96	90	92	96	100	93	105	84
24	COc1ccc2c(ccc3oc([N+](=O)[O-])cc32)c1	-9.5*	-4.6*	0.4*	-19*	11	12	-77*	4.1*
25	Cc1ccc(NC(=O)c2ccc(C)c(N(CCCl)CCCl)c2)c(C)c1	12	/	/	30	/	88	93	43

4 of these compounds in another layout:
[23] CCCC(C)(C)c1ccc2c(c1)OC(C)(C)[C@@H]1CC=C(C)C[C@@H]21
[9] COc1cc2c(cc1OC)C13CCN4CC5=CCOC(CC(=O)O)C(C5CC41)C3N2 (stereo unspecified)
[4] Cc1sc2nc(N3CCN(C)CC3)[nH]c(=O)c2c1C
[17] ClCCN1c2ccccc2Oc2ccc3ccccc3c21

assay / compound | 23 | 9 | 4 | 17
SR | 96 | 85 | 96 | 103
HOP-62 | 90 | 105 | 90 | 94
K-562 | 92 | 101 | 104 | 101
MOLT-4 | 96 | 105 | 98 | 104
HOP-92 | 100 | / | 84 | /
RPMI-8226 | 93 | 103 | 98 | 100
MDA-MB-435 | 105 | 107 | 104 | 105
CCRF-CEM | 84 | 95 | 91 | 108

Continuation.
cpd	SMILES	SR	HOP-62	K-562	MOLT-4	HOP-92	RPMI-8226	MDA-MB-435	CCRF-CEM
26	N#Cc1c(Br)n(C2OC(CO)C(O)C2O)c2ncnc(N)c12 (stereo unspecified)	/	101	21	/	53	/	51	8.2*
27	COc1ccc(C=C2C(=O)NC(=O)NC2=O)cc1	/	99	88	96	91	99	100	99
28	CCOC(=O)C(C#N)c1ccccc1 (stereo unspecified)	84	/	102	88	94	97	104	108
29	NP(N)(=O)c1ccc(Cl)cc1	95	91	107	103	101	112	89	104
30	Cc1cc(C)c(C)c(C(O)(C(=O)O)c2ccccc2)c1 (stereo unspecified)	97	103	98	89	113	104	120	100
31	Clc1ccc2c(c1)C(c1ccccc1Cl)=NCC(SCCN1CCOCC1)=N2	88	73	107	89	100	87	98	92
32	C#CC1(O)CCC2(C)C(CCC3C4CCC(=O)C4(C)CCC32)C1 (stereo unspecified)	94	94	93	97	86	84	101	91
33	CCN(CC)C1CCCCC1	97	96	96	101	107	117	89	124
34	N#C[S-].[Au+].c1ccc(CN2[CH-]N(Cc3ccccc3)C(c3ccccc3)=C2c2ccccc2)cc1	-8.4*	16	0.4*	3.6*	-25*	-16*	13	1.1*
35	CN(N=O)C1=C(NC2CCCCC2)C(=O)c2ccccc2C1=O	62	101	62	75	78	52	93	87
36	COc1ccc(COC(=O)C2C(C=C(C)C)C2(C)C)cc1 (stereo unspecified)	99	89	100	101	97	97	120	98
37	CC1=C(C)CN2CC(C#N)=C(N)C2C1 (stereo unspecified)	116	99	103	105	/	108	95	/
38	CCCCC(CC)CNC1CCCCC1 (stereo unspecified)	/	92	101	104	/	93	106	91
39	O=C(N/N=C\c1ccc(N(CCCl)CCCl)cc1)C(=O)c1c[nH]c2ccccc12	22	102	62	29	/	60	80	43
40	Nc1ccc(OCc2ccc(C(=O)Nc3cccc(S(=O)(=O)F)c3)cc2)c(Cl)c1	42	99	71	63	/	57	88	66
41	NC(=NCc1ccccc1)N[N+](=O)[O-]	104	90	107	95	106	101	99	80
42	c1ccc(C2NCCc3[nH]cnc32)cc1 (stereo unspecified)	/	90	99	/	98	/	101	97
43	O=C(CCCC1CCCCC1)OCC(Cl)(Cl)Cl	103	99	100	107	78	96	111	/
44	OCc1ccc2c(c1)OCO2	95	93	101	92	97	102	102	102
45	Cc1ccc(-n2c(=O)[nH]c3ccccc3c2=O)cc1[N+](=O)[O-]	93	93	84	87	76	86	100	/
46	Brc1ccc2ccccc2c1	110	103	111	101	80	/	106	100
47	N[C@H]1C=C(C(=O)O)CC1=C(F)F	92	101	92	96	98	102	106	102
48	CC1CN1P(=O)(OCCCl)N1CC1C (stereo unspecified)	85	114	106	113	89	102	107	/
49	COc1ccc(CC2c3cc(OC)c(OC)cc3CCN2C)cc1OC (stereo unspecified)	94	96	98	100	97	94	106	102
50	C#CC1(O)CCC2C3CC=C4CC(O)CCC4(C)C3CCC21C (stereo unspecified)	91	88	91	92	65	93	105	/
51	CC12CCC3C(CCC4Cc5[nH]c6ccccc6c5CC43C)C1CCC2O (stereo unspecified)	/	63	5.1*	22	63	-20*	-25*	8.6*
52	CCn1cnc2c(Nc3cccc(Cl)c3)nc(N[C@@H]3CCCC[C@@H]3N)nc21	-33*	-11*	-2.9*	-11*	-9.8*	-33*	11	2.5*
53	O=C(c1ccccc1)C(c1ccccc1)N1CCCCC1 (stereo unspecified)	106&99	98&95	96&103	111&98	105&94	96&105	104&102	98&107
54	CC(=O)O[C@H]1CC[C@H]2[C@@H]3CC[C@H]4CC=C(C)C[C@]4(C)[C@H]3CC[C@]12C	/	99	/	94	/	109	106	108
55	CC/C=C(\C)C1(CCC)C(=O)NC(=O)NC1=O	108	103	113	99	76	302	102	80
56	Nc1cccc(P(=O)(O)O)c1	97	95	96	96	94	104	94	90
57	CCCCOP(=O)(N1CCOCC1)N1CCOCC1	115	110	117	107	97	117	112	120
58	CCCCOc1nc2cc(Cl)ccc2cc1C(c1c(O)c2ccccc2oc1=O)c1cn(CCCC)c2ccccc12 (stereo unspecified)	103	116	98	99	81	/	109	102
59	C#C[C@]1(O)CC[C@H]2[C@H]3[C@H](CC[C@@]21C)[C@H]1CCC(=O)C=C1C[C@H]3C	99	102	95	106	109	102	106	106
60	CC12CCC3C(C(=O)CC4CC(O)CCC43C)C1CCC2=O (stereo unspecified)	116	102	109	122	87	106	116	102
61	COC(=O)C1=C(O)c2ccoc2C2(C(C)C)CCCC1C2 (stereo unspecified)	103	103	115	100	98	/	100	103
62	CN(C)CCCOc1ccc2c(c1)c(C(=O)C(=O)NCCO)cn2Cc1ccccc1	115	100	106	111	92	106	103	102
63	COc1ccc2c(c1)NP(=S)(c1ccccc1)N2 (stereo unspecified)	84	136	85	82	107	74	109	76
64	CCC(N)Cc1c[nH]c2ccccc12 (stereo unspecified)	/	96	154	143	83	94	126	99
65	COc1cc(OC)c(S(=O)(=O)N(CCCl)CCCl)cc1C(C)=O	94	99	101	88	105	105	110	106
66	COc1nc2c(c(-c3ccc(F)cc3)c1C#N)[C@H]1CCC(/C2=C\c2ccc(F)cc2)N1C	/	85	76	87	38	34	97	81
67	CCC(C#N)c1ccccc1 (stereo unspecified)	119&100	89&111	110&117	125&90	64&82	99&87	97&98	94&110
68	COc1cc2c(cc1O)N=C[C@@H]1CCC(O)N1C2=O (mixture of isomers)	104	98	73	97	83	94	112	96
69	COc1cc(OC)c(S(=O)(=O)N(CCCl)CCCl)cc1C1=NN(C(C)=O)C(c2ccc(Cl)cc2)C1 (stereo unspecified)	42	94	67	57	68	65	87	71
70	Cn1cc(C2=C(c3cn(C4CCN(Cc5ccccn5)CC4)c4ccccc34)C(=O)NC2=O)c2ccccc21	7.9*	68	91	86	70	107	48	112
71	O=C(NCCCN1CC1)C(=O)NCCCN1CC1	32	99	91	57	95	99	91	66
72	O=c1cc(CCl)[nH]nc1CCl	/	122	96	98	/	104	95	/
73	O=S(=O)(c1ccccc1)C(Br)Br	87	96	87	88	/	108	109	92
74	C[C@]12CCc3sc(-c4ccc(C(=O)O)cc4)nc3C1=CC[C@@H]1[C@@H]2CC[C@]2(C)C(=O)CC[C@@H]12	17	100	81	95	71	37	89	91
75	C#C[C@]1(O)CC[C@H]2[C@@H]3CC[C@H]4CC=CC[C@]4(C)[C@H]3CC[C@@]21C	65	110	89	82	137	86	103	/
76	O=C(O)CCOC(C[N+](=O)[O-])C(Cl)(Cl)Cl (stereo unspecified)	94	90	99	98	105	97	104	100
77	C/C=C(\C)C1(CCC)C(=O)NC(=S)NC1=O	97	93	94	99	100	101	100	92

Taken from above.
In MOLT-4, entry 38 has 104
In HOP-62, entry 39 has 102

Values by screen from the entries so far:
HOP-92, entries 34 to 42: -25*, 78, 97, /, /, /, /, 106, 98

Five compounds from above, limited to HOP-62.
nr	Structure	HOP-62
57	CCCCOP(=O)(N1CCOCC1)N1CCOCC1	110
68	COc1cc2c(cc1O)N=C[C@@H]1CCC(O)N1C2=O (mixture of isomers)	98
71	O=C(NCCCN1CC1)C(=O)NCCCN1CC1	99
60	CC12CCC3C(C(=O)CC4CC(O)CCC43C)C1CCC2=O (stereo unspecified)	102
63	COc1ccc2c(c1)NP(=S)(c1ccccc1)N2 (stereo unspecified)	136
